# Assay outcomes: PubChem, National Center for Advancing Translational Sciences (NCATS)
# p53ts 39C tox: p53ts cell cytotoxicity, nonpermissive temperature | H1299-p53A138V viability at 39C, ATP luminescence, 24 h | Potency, µM (highest dose often 46.1 µM), for inactives: top-dose activity change, negative = cell killing, most hits filed as cytotoxic | hit rate 1.5% among 130,000; note: nearly all actives have a fitted effect of over 55% in size
# Imprint erasure: induces erasure of genomic imprints in mouse ES cells; hit rate 0.02% among 110,000; Potency, µM (highest dose often 60.7 µM), for the others: at the top dose activity change, positive = activation, hits mostly activators; mouse ES Peg3-LacZ reporter, beta-gal luminescence, 40 h;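 note: 0% = negative control wells on the plate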
#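 Gelatin-coated wells received 300 freshly trypsinized female ES cells with a Peg3LacZ-Neo reporter on the maternal allele, then incubated 40 hours at 37C. BetaGlo was added for 5 minutes at room temperature before a single luminescence read.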
# p53ts 32C kill: cytotoxicity in p53ts cells at permissive temperature | H1299-p53A138V at 32C, ATP luminescence viability, 24 h | Potency, µM (doses to about 46.1 µM), for the others: at the highest dose activity change, negative = cytotoxicity, usual class: cytotoxic | hit rate 0.93% among 130,000;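 note: 0% = DMSO and -100% = full killing by reference compound; nearly all actives have a fitted effect of over 55% in size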
#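 Cells: H1299 p53ts (A138V), 600/well, pre-incubated 16–30 h at 37C. Cpd up to 46 uM, 24 h, 32C. Readout: ATPlite luminescence, 20 min RT. Normalization: DMSO vs tamoxifen 100 uM. AC50 by Hill equation.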
# IkB signaling: IkB pathway inhibition in ABC-DLBCL cells; Potency, µM (doses to about 57.1 µM), inactives show at the top dose IkBa stabilization activation; ABC-DLBCL IkBa-CBG/CBR dual luciferase ratio, 4 h; response scale: scaled: untreated 0%, proteasome inhibitor 100%; hit rate 0.04% among 110,000; active = well fitted curve in the direction sought with a large enough effect in the signal ratio, not every such curve was filed as active; inconclusive = small, poorly fitted or top-dose-only effect, or a change in a side signal; the % refers to the signal ratio;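 note: the direction sought is a rising ratio; 0% = basal untreated cells and 100% = reference inhibitor full response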
#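 Curves were fitted separately to fusion (green), unfused (red) and ratio luminescence, then classed by r2, magnitude and activity. Cells: OCI-Ly3, 4 h compound plus doxycycline at 37C; 10 uM MG-132 defined full response.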
# Numbers without * were called inactive; ? = inconclusive; . = no result given; [ ] = another dose, or the depositor's remark. Unless noted, calls come from the whole dose curve; as a rule, active = well fitted curve in the direction sought with a large enough effect; inconclusive = small, poorly fitted or top-dose-only effect, or another doubt; inactive = no such curve, though single readings can be large; an effect the other way counts as inactive or inconclusive. Unless noted, % is set by controls: 0 for no effect and ±100 for the full control effect; potency is the fitted concentration of half-maximal effect.
SMILES,p53ts 39C tox,Imprint erasure,p53ts 32C kill,IkB signaling
O=C(NC1CCCc2ccccc21)c1ccc2c(c1)sc1nc(-c3ccccc3)cn12 (stereo unspecified),-7.1%,-12.8%[10.9 µM],6.1%,?
Cc1ccccc1Nc1nnc(SCC(=O)NC2CCCc3ccccc32)s1 (stereo unspecified),-6.6%,.,-16.4%,.
CS(C)(=O)=O,10.0%,-9.9%,-4.2%,.
c1ccc2c(c1)Cc1cc3cc4c(cc3nc1-2)OCO4,1.26µM*,-90.3%[inhibitor],1µM*,.
COc1cc(C2CC(=O)Nc3c2c(C)nn3-c2nncc(-c3ccc(C)cc3)n2)cc(OC)c1OC (stereo unspecified),25.5%,-7.9%[10.9 µM],-3.3%,0.2%
CCC(=O)c1ccc(N2CCN(C(=O)c3ccc(Br)cc3)CC2)c(F)c1,-12.6%,-6.5%,-13.3%,-0.1%
O=C(O)CN(CCN(CC(=O)O)CC(=O)O)CCN(CC(=O)O)CC(=O)O,-2.3%[20.6 µM],-18.9%,-5.4%[20.6 µM],-2.4%[25.6 µM]
O=C(Cn1cnc2c(nnn2-c2ccc(F)cc2)c1=O)NCc1ccco1,0.2%,-3.2%,2.9%,-2.1%
N#Cc1cc2c(=O)n3ccccc3nc2n(Cc2cccnc2)c1=N,7.7%,-6.1%,5.2%,1.4%
Cc1ccc(NC(=O)Nc2ccc(F)cc2)nc1,0.0%,4.5%,-11.5%,?

# Another view of some results above:
# Results follow in this order: p53ts 39C tox	Imprint erasure	p53ts 32C kill	IkB signaling
- Cc1ccccc1Nc1nnc(SCC(=O)NC2CCCc3ccccc32)s1 (stereo unspecified)
→ -6.6%	.	-16.4%	.
- CS(C)(=O)=O
→ 10.0%	-9.9%	-4.2%	.

# Going on with the list:
SMILES,p53ts 39C tox,Imprint erasure,p53ts 32C kill,IkB signaling
COc1ccc(OCC(=O)Nc2ccc(N3CCOCC3)c(Cl)c2)cc1,8.5%,-13.0%,5.7%,-1.2%
O=C(O)CSCCc1ccccn1,1.7%,-12.8%,-2.1%,1.8%
CC(=O)Nc1cccc(Nc2nc3ccccc3n3c(C)nnc23)c1,?,-11.2%[10.9 µM],-5.1%,?
O=C(COc1ccc(F)cc1)Nc1nnc(S(=O)(=O)N2CCc3ccccc32)s1,-9.2%,24.7%[10.9 µM],-6.1%,1.5%
O=C(Nc1ccc2c(c1)nc1n2CCOC1)c1ccco1,?,-30.4%[inhibitor],7.94µM*,?
COc1ccc(S(=O)(=O)c2cnc(SCC(=O)Nc3cc(F)ccc3C)[nH]c2=O)cc1Cl,-2.5%,16.0%[10.9 µM],-2.9%,?
O=C(COC(=O)c1c2c(nc3ccccc13)CCCC2)Nc1ccc2c(c1)OCO2,?,-27.3%,?,?
CCCCCCc1cc2cc(-c3nnc(-c4ccc(C)cc4)o3)c(=O)oc2cc1O,10.3%,-9.9%[10.9 µM],2.8%,-7.1%
COc1ccc(-c2cc(C(F)(F)F)nc(N3CCN(c4ccccc4)CC3)n2)cc1OC,10.7%,18.7%,-4.2%,0.6%
O=C(CSc1ccc(-c2ccccc2)nn1)NCc1ccco1,-4.5%,.,-9.9%,.
CC(c1cccnc1)N(C(=O)Nc1ccccc1)C1CCCCC1 (stereo unspecified),-2.5%,-34.1%[inhibitor],-10.8%,1.0%
COc1ccc2[nH]c(=O)c(C(c3nnnn3C3CCCC3)N(C)C3CCCCC3)cc2c1 (stereo unspecified),-7.5%,-8.3%,9.1%,?
CCOC(=O)c1ccc(NC(=O)Oc2ccccc2)cc1,4.1%,0.6%,-5.2%,2.2%
CCN(CC)CCNC(=O)c1cc2c(=O)[nH]c3ccc(C)cc3c2s1,0.4%,15.6%[10.9 µM],0.6%,-1.1%
CCN(CC)c1nc(Nc2ccc(Cl)cc2)nc(OCC#N)n1,-2.3%,.,23.2%,-0.5%
CC(=NCCN1CCNCC1)C1=C(O)CC(C)(C)CC1=O,9.6%,-12.5%,0.9%,1.9%
CCOC(=O)C(C)Sc1nnc2n1C(C)(C)Cc1ccccc1-2 (stereo unspecified),-4.4%,-8.9%,6.4%,-0.4%
Cc1ccc(NC(=O)C2CCCN(S(=O)(=O)c3ccc4c(c3)oc(=O)n4C)C2)cc1Cl (stereo unspecified),-11.2%,-9.5%[10.9 µM],1.7%,?
Cc1ccc(N2CC(C(=O)NCCC(C)C)CC2=O)cc1 (stereo unspecified),4.3%,-6.0%,2.3%,0.5%
O=S(=O)(c1cccs1)N1CCN(Cc2nc3ccccc3s2)CC1,-1.7%,-14.7%,8.6%,?
COc1ccc(CN2CC(C(=O)NCCN3CCOCC3)CC2=O)cc1 (stereo unspecified),-1.8%,12.8%,-9.6%,0.9%
O=C(COc1ccccc1Cl)N1CCN(c2ccc(F)cc2)CC1,-9.8%,-3.0%,2.9%,-7.1%
Cc1occc1-c1nnc(SCC(=O)N2CCOCC2)n1CC(C)C,18.8%,.,5.5%,.
CCC(C)NC(=O)c1ccccc1NC(=O)CN1C(=O)c2ccccc2S1(=O)=O (stereo unspecified),15.9%,1.5%,1.9%,-0.3%
Cc1oc2ncnc(N3CCOCC3)c2c1C(=O)N1CCN(c2cccc(C(F)(F)F)c2)CC1,6.6%,-7.3%[10.9 µM],1.2%,-3.0%
Cc1nc2nc(NC(=O)c3ccc(C(C)(C)C)cc3)[nH]n2c(=O)c1C,12.2%,11.7%[10.9 µM],13.7%,-1.5%
Cn1c(SCc2ccc(F)cc2)nc2ccc(C(=O)NCc3cccc(Cl)c3)cc21,-18.6%,-12.6%[10.9 µM],9.5%,?
COc1ccccc1N1CCN(CC(=O)Nc2ccc(CN3CCCCC3)cc2)CC1,-1.1%,-9.2%,-1.1%,3.7%
CC(C)c1ccc(NC(=O)CCn2c(=O)c3cccn3c3ccccc32)cc1,-28.5%,-15.9%[10.9 µM],6.6%,?
O=C(CN1CCN(S(=O)(=O)c2ccc(F)cc2)CC1)Nc1cc(C(F)(F)F)ccc1Cl,0.3%,-13.9%,-2.7%,-0.2%
Cc1nc(N2CCN(c3ncccn3)CC2)c2oc3ccccc3c2n1,-0.2%,2.6%,-1.8%,3.5%
O=C(CSc1ccc2c(c1)OCCO2)NC(=O)NC1CCCC1,-10.5%,-14.5%,6.0%,0.6%
Cc1cccn2c(=O)c3cc(C(=O)NC(C)c4ccccc4)c(=N)n(CCCO)c3nc12 (stereo unspecified),4.2%,-11.0%[10.9 µM],-0.4%,?
Cc1cc(C)n2nc(SCC(=O)N(C(C)C)C(C)C)nc2n1,8.4%,-8.2%,2.0%,0.2%
COc1ccc(C(=O)Nc2ccc3oc(-c4cccnc4)nc3c2)cc1OC,4.3%,29.4%[10.9 µM],6.1%,?
O=C(OCC(=O)N1CCCC1)c1cncc(Br)c1,-3.1%,0.7%,3.3%,0.7%
CC(C)c1cnc2c(c1SCC(=O)c1ccccc1)c(=O)n(C)c(=O)n2C,20.7%,3.4%[10.9 µM],4.7%,?
Cc1cc(C)c(C#N)c(SCS(=O)Cc2ccc(Cl)cc2)n1 (stereo unspecified),-16.6%,-15.3%,-13.5%,1.4%
Cn1nnnc1SCCCNCc1cc(Cl)ccc1OCc1ccc(F)cc1,-5.3%,-22.8%[10.9 µM],-12.0%,-1.4%
CN(C)C(=O)c1ccc(-c2ccc3ncnc(N(C)C)c3c2)cc1,3.9%,-6.5%,15.5%,-4.5%[11.4 µM]

# Three of the entries above in order of their number in IkB signaling, smallest number first.
molecule	Imprint erasure	IkB signaling
Cn1nnnc1SCCCNCc1cc(Cl)ccc1OCc1ccc(F)cc1	-22.8%[10.9 µM]	-1.4%
Cc1cc(C)n2nc(SCC(=O)N(C(C)C)C(C)C)nc2n1	-8.2%	0.2%
Cc1nc(N2CCN(c3ncccn3)CC2)c2oc3ccccc3c2n1	2.6%	3.5%

# Later entries:
SMILES,p53ts 39C tox,Imprint erasure,p53ts 32C kill,IkB signaling
CCCc1[nH]nc2c1C(c1ccccc1OCC)C(C#N)=C(N)O2 (stereo unspecified),-23.5%,-6.0%,-5.1%,4.3%
Cc1cc(C)nc(NS(=O)(=O)c2ccc(N/C=C3\CCCC3=O)cc2)n1,14.6%,.,6.3%,.
CCOC(=O)c1nn(-c2ccc(Cl)cc2)c2nc(CC)c(C#N)c(=O)n12,14.4%,.,14.3%,.
CCc1nc(SCC(=O)Nc2ccnc3ccccc23)n[nH]1,8.2%,-41.0%[inhibitor],9.4%,-0.1%
CCS(=O)(=O)N1CCc2cc(C(=O)Nc3cc(C(F)(F)F)ccc3Cl)ccc21,?,-13.9%[10.9 µM],-5.5%,?
CCNc1ncc2nc(C)c(=O)n(Cc3ccc(F)cc3)c2n1,-2.0%,-4.0%,9.2%,2.1%[11.4 µM]
CCOC(=O)c1c(C)c(C(=O)Nc2ccc3c(c2)OCCO3)c(C)n1CC,8.5%,-17.2%,15.1%,-1.1%
O=C(c1ccccc1)c1ccc2nc(N3CCCCC3)c3nncn3c2c1,4.5%,-17.7%,-2.6%,5.3%
CCCCc1nc(SCC(=O)Nc2cc(C)on2)n[nH]1,6.4%,0.0%,-0.8%,0.8%
COc1ccc(NC(=O)C2CCCN(S(=O)(=O)c3ccc(F)cc3)C2)cc1 (stereo unspecified),?,-16.6%[10.9 µM],4.1%,?
O=C(NCCCN1CCOCC1)C1CC(=O)N(C2CCCCC2)C1 (stereo unspecified),2.8%,4.0%,-3.3%,0.8%
CC1CCCC(C)N1CCNC(=O)C1CCN(S(=O)(=O)N2CCCCC2)CC1 (stereo unspecified),2.3%,-12.9%,-1.2%,-1.8%
CC1CCN(C(=O)CSc2nc(N)c3c4c(sc3n2)CN(C)CC4)CC1,3.6%,-10.3%,5.4%,0.1%
COC(=O)c1c(NC(=O)/C(C#N)=C/c2ccc(OC)cc2)sc2c1CCC2,9.4%,-9.0%[10.9 µM],7.9%,-0.3%
COc1ccc(-c2nnc(SCC(=O)N3CCCCC3)o2)cc1,-22.8%,-2.9%[10.9 µM],0.6%,-6.2%
COc1ccc(C)cc1NC(=O)Nc1nnc(N2CCCCC2)s1,5.3%,-10.8%[10.9 µM],4.9%,?
Cc1nc2cnc(N(C)C)nc2n(Cc2cccs2)c1=O,?,.,0.0%,-1.8%[11.4 µM]
CCc1ccc(-n2c(N3CCN(c4cccc(Cl)c4)CC3)nc3ccccc3c2=O)cc1,30.1%[activator],-1.6%[10.9 µM],5.8%,?
O=C(Nc1cccnc1)c1coc(=O)c2ccccc12,1.8%,-6.8%,1.7%,-1.1%
CCOC(=O)c1c(C)n(-c2ccccc2)c2ccc(OC(=O)c3ccccc3NC(=O)C(C)(C)C)cc12,-0.3%,-10.7%[10.9 µM],2.5%,-1.9%
COc1cc(NC(=O)CCNC(=O)Cn2ccc3ccccc3c2=O)cc(OC)c1OC,13.1%,-5.7%[10.9 µM],13.3%,-0.2%
CC(C)c1ccc(NS(=O)(=O)c2ccc3[nH]cc(C(=O)NCC4CCCO4)c(=O)c3c2)cc1 (stereo unspecified),-10.0%,-4.5%[10.9 µM],7.2%,?
COc1cc(OC)cc(-n2c(=O)[nH]c3cc(C(=O)NCCc4ccc(C)cc4)ccc3c2=O)c1,-2.2%,-3.3%[10.9 µM],-4.4%,1.3%
CN(Cc1ccco1)c1nc(-c2cccc(C#N)c2)nc2ccccc12,-21.3%,-16.0%,-6.9%,0.4%[11.4 µM]
C[C@@H](C(=O)NCc1ccccn1)[C@@H]1C[C@@]1(C)[C@@H](NC(=O)OCc1ccccc1)c1ccccc1,-5.3%,-17.0%,7.7%,.
COc1ccc2c(c1)cc1n2CCN=C1N,3.6%,-17.0%,4.4%,0.2%
CCC1CN(C(=O)N2CCC(C(=O)N3CCN(c4cc(C)ccc4C)CC3)CC2)c2ccccc2O1 (stereo unspecified),?,-11.8%[10.9 µM],?,?
Cc1cc(C)c2nc(N3CCC(C(=O)N4CCCC4)CC3)sc2c1,-19.2%,-2.2%,-15.4%,?
CC1=C(C(=O)NCCCOC(C)C)C2(CCC(C)CC2)OC1=O (stereo unspecified),7.6%,-9.0%,-5.2%,3.5%
CCOc1ccc(S(=O)(=O)N(CC(=O)NCCc2ccc(OC)cc2)c2ccccc2)cc1,5.1%,-10.9%[10.9 µM],3.3%,3.6%
CCN(CC)CCCn1c(=S)[nH]c2ccccc2c1=O,-7.3%,-4.4%,-1.8%,0.3%
Clc1cccc(OCCn2cncn2)c1Cl,-0.7%,-12.4%,0.8%,-1.2%
COc1ccc(C(=O)N2CCC3(CCCN(Cc4ccccc4OC)C3)CC2)cc1,-10.9%,.,-4.1%,1.6%[11.4 µM]
